Bioassay records (PubChem BioAssay)
HCMV inh: human cytomegalovirus inhibition | AID 1259415 | activity change, negative = inhibition, % at 57.5 µM | HFF cells, HCMV-luciferase reporter, 72 h; stronger effect = lower value | 4.5% of 410,000 active; in the data active = activity change below about -60%; inconclusive = no clear call, values can overlap the other calls; inactive = above about -39%
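Compounds were evaluated in HFFs infected with an HCMV luciferase reporter virus (MOI 1 PFU/cell). Luciferase in lysates collected 72 h post infection served as the replication measure.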
AmpC no deterg: blocks E. coli AmpC beta-lactamase in detergent-free assay | P00811 | AmpC nitrocefin hydrolysis, absorbance 480 nm, 0.0001% Triton | Potency, µM (doses to about 57.1 µM), without a hit: at the top dose activity change, negative = inhibition, most hits filed as inhibitors | 0.52% of 330,000 active | AID 485341;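 note: potency is the fitted concentration of half-maximal effect; plate controls were no compound for no effect and no enzyme for full effect; nearly all actives have a fitted effect of over 20% in size; some results filed as inactive show a strong effect at the top dose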
Target sequence (P00811 whole entry, looked up): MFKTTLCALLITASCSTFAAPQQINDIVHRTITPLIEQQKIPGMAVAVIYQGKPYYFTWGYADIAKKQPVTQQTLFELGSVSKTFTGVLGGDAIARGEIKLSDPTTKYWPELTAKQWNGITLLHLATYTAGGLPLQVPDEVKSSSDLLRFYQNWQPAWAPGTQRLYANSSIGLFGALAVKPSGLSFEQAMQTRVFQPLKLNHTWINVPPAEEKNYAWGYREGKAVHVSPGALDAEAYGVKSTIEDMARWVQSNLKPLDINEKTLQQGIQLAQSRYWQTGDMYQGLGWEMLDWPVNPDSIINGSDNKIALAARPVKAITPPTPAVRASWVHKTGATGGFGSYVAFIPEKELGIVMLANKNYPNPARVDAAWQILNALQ
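AmpC (5.3 nM in the dispensed reagent) in 20 mM phosphate pH 7.0 with 0.01% (detergent screen) or 0.0001% Triton X-100 was preincubated with compounds for 15 min at room temperature. Nitrocefin was then added from an 800 uM solution, and hydrolysis was followed at 480 nm.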
Giardia FBPA inh: inhibitors of Giardia lamblia fructose-1,6-bisphosphate aldolase | Potency, µM (top dose mostly 59.6 µM), for the others: at the top dose activity, negative = inhibition, usual class: inhibitors | A8B2U2 | purified Giardia FBPA | 0.71% of 290,000 active; note: potency is the fitted concentration of half-maximal effect; nearly all actives have a fitted effect of over 55% in size
Target sequence (A8B2U2 whole entry, looked up): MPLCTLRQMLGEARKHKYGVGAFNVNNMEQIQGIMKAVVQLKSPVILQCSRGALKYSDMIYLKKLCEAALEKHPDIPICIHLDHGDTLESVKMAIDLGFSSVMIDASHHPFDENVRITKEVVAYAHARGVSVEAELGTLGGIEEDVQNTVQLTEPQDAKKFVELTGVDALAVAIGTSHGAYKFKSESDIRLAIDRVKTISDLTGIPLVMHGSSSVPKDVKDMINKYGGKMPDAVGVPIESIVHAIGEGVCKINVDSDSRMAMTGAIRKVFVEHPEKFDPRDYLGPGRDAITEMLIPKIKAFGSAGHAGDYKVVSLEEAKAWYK
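40 nM FBPA preincubated 10 min at RT with compound (up to 57.5 uM final), then substrate plus GAPDH/TPI/NAD/arsenate coupling and diaphorase/resazurin added. Fluorescence read after 20 min at RT, 525/598 nm.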
AmpC detergent: blocks E. coli AmpC beta-lactamase in detergent assay; Potency, µM (top dose mostly 114 µM), for the others: at the highest dose activity change, negative = inhibition, actives largely listed as inhibitors; AmpC hydrolysis of nitrocefin, absorbance 480 nm, 0.01% Triton; AID 485294; P00811; 0.041% of 370,000 active;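 note: potency is the fitted concentration of half-maximal effect; 0% = no-compound wells and -100% = no-enzyme wells; nearly all actives have a fitted effect of over 25% in size; some results filed as inactive show a strong effect at the top dose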
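AmpC (5.3 nM in the dispensed reagent) in 20 mM phosphate pH 7.0 with 0.01% (detergent screen) or 0.0001% Triton X-100 was preincubated with compounds for 15 min at room temperature. Nitrocefin was then added from an 800 uM solution, and hydrolysis was followed at 480 nm.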
HCV inh: HCV inhibition; Huh7.5.1 HCVcc-Cre infection, luciferase reporter, 44 h; Potency, µM (doses to about 41.8 µM), inactives show at the top dose activity change, negative = inhibition, usual class: inhibitors; 3.4% of 340,000 active; AID 651820; note: potency is the fitted concentration of half-maximal effect
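Cells (1,000/well) were plated 4 h before compound, then infected with HCVcc-Cre virus (~0.5 moi). After 44 h further culture, infection was read as luciferase luminescence following a 15 min substrate incubation at room temperature.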
Sm TGR inh: S. mansoni TGR enzyme inhibition; purified TGR, DTNB reduction, TNB absorbance 405 nm; 3% of 360,000 active; Potency, µM (top dose mostly 114 µM), for inactives: top-dose activity change, negative = inhibition, usual class: inhibitors; Q962Y6; note: potency is the fitted concentration of half-maximal effect; nearly all actives have a fitted effect of over 60% in size
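First, TGR (20 nM dispensed) and NADPH were mixed with compound. Second, a 15 min room-temperature incubation followed. Third, further NADPH and then DTNB were added to start the reaction. Finally, TNB absorbance was monitored kinetically.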
Numbers without * were called inactive; ? = inconclusive; nt = no result given; & = joins results of further samples; [ ] = dose if it differs, or a comment. Unless noted, calls come from the whole dose curve; as a rule, active = well fitted curve in the direction sought with a large enough effect; inconclusive = small, poorly fitted or top-dose-only effect, or another doubt; inactive = no such curve, though single readings can be large; an effect the other way counts as inactive or inconclusive. Unless noted, % is set by controls: 0 for no effect and ±100 for the full control effect.

SMILES	HCMV inh	AmpC no deterg	Giardia FBPA inh	AmpC detergent	HCV inh	Sm TGR inh
Cc1ccc2cc(C(c3nnnn3C3CCCC3)N(Cc3ccccc3)Cc3ccco3)c(=O)[nH]c2c1 (configuration not stated)	-8.8	-23.7%	-24.3%	-11.1%	-23.1%	0.0%[11.4 µM]
O=C1N/C(=N/NC(=O)c2cccc3ccccc23)S/C1=C\c1ccccc1OCc1ccccc1	28.6	?	16.3%	-14.6%	-15.1%	0.0%
CN(C)S(=O)(=O)c1ccc(NC(=O)CSc2nnc(-c3ccco3)n2N)cc1	?	-16.3%	nt	nt	-5.4%	nt
CN(Cc1cccs1)C(=O)COC(=O)CNC(N)=O	-6.2	-18.4%	6.1%	-6.5%	10.5%	-3.4%
O=C(NCc1ccc(F)cc1)c1cc2c(cc1Cl)N1CCCCCC1=NS2(=O)=O	-14.7	-27.9%	nt	?	17.6%	-3.6%
CC1CCC(NC(=O)c2ccc(NS(=O)(=O)c3ccc4[nH]c(=O)[nH]c4c3)cc2)CC1 (configuration not stated)	15.5	-3.6%	nt	1.2%	24.7%	5.0%
Cc1nc(Cl)sc1C(=O)NC(C)c1ccc(Cl)cc1 (configuration not stated)	-1.8	-9.4%	1.9%	-5.8%	?	-0.7%
COc1ccc(CN(C)CC(=O)c2c(N)n(Cc3ccccc3)c(=O)n(C)c2=O)c(OC)c1	?	12.7%	3.9%	-10.2%	?	-3.7%
O=C1C=C(c2ccccc2)OC(=O)C1C(=O)c1ccccc1 (configuration not stated)	-31.3	-24.6%&-26.1%	23.7%&17.8%	6.4%&-12.6%	-5.7%&-3.1%	0.0%&-8.4%
CC(C)C(=O)N1c2nc(-c3ccco3)nn2C2(CCCCC2)[C@@H]2CCCC[C@@H]21	7.5	nt	nt	0.7%	nt	-18.6%
Cc1cccnc1CN1CCN(Cc2nc(Cc3cccc(F)c3)no2)CC1	-26.7	62.9%[activator]	-2.6%	6.8%	-3.5%	-28.1%
COc1cc(NC(=O)CCn2c(-c3ccccc3)cc(C(C)=O)c2C)cc(OC)c1	0.0	nt	nt	-0.2%	nt	7.2%
COc1ccccc1C(=O)NCC(=O)OC(C)C(=O)NC1CCCCC1C (configuration not stated)	-18.3	11.1%	nt	-1.7%	1.2%	2.8%
CN(C(=O)Cn1nnc(-c2ccc(S(C)(=O)=O)cc2)n1)c1ccccc1	?	nt	nt	-6.8%	nt	11.6%
CC1CCN(S(=O)(=O)c2cn(CC(=O)Nc3ccc(F)cc3)c(=O)c3ccccc23)CC1	-3.2	nt	nt	-4.9%	nt	3.3%
COc1cccc(N2CCN(S(=O)(=O)c3ccc(-c4cc(C(F)(F)F)on4)s3)CC2)c1	18.8	nt	nt	5.1%	nt	3.0%
NNS(=O)(=O)c1ccc2c(c1)Cc1cc(S(=O)(=O)NN)ccc1-2	-12.0	-58.9%	-18.9%	4.6%	10.6%	-12.0%
COC(=O)c1ccc(C2C(C#N)=C(N)Oc3cc(N)ccc32)cc1 (configuration not stated)	17.7	-27.0%	-9.4%	-10.2%	14.7%	-2.5%
COc1ccc(S(=O)(=O)N2CC(=O)Nc3ccccc32)cc1F	41.0	-10.2%	-1.2%	6.4%	7.2%	11.2µM*
Cc1cccc(NC(=O)c2c(NC(=O)c3ccccc3)sc3c2CCC3)c1	20.8	nt	nt	13.6%	nt	-6.3%
COc1ccc2cc(OCC(=O)NNC(=O)Nc3ccc(C(C)=O)cc3)ccc2c1	51.5	-51.1%	nt	-2.4%	-6.6%[8.37 µM]	-17.5%
CCN(c1ccccc1)S(=O)(=O)c1ccc(OC)c(NC(=O)c2ccccc2OC)c1	-7.5	-14.2%	nt	-0.1%	?	-1.4%
Cc1ccc(S(=O)(=O)Nc2c(C)[nH]c(=O)[nH]c2=O)cc1C	-4.9	-18.7%	4.2%	-5.8%	-1.1%	-16.5%
O=C(CSc1nnnn1Cc1ccccc1)NC1CCCCC1	?	-2.3%	0.0%	0.8%	-11.9%	1.2%
CCOC(=O)c1cccc(NC(=O)CCNS(=O)(=O)c2cc(Br)cnc2N)c1	-21.1	-21.0%	2.4%	2.5%	?	-3.1%
OC(CNCc1ccco1)COc1ccccc1 (configuration not stated)	-0.7	-7.8%	3.8%	-14.5%	0.8%	0.0%
CCOC(=O)C1CCCN(C(=O)c2cc(-c3ccccc3)on2)C1 (configuration not stated)	32.3	-1.0%	7.7%	0.4%	4.0%	-0.1%
Cc1nn(-c2ccccc2)c2c1C1(C(=O)N(C(C)C)c3ccccc31)C(C#N)=C(N)O2 (configuration not stated)	-12.5	19.8%	?	1.4%	3.5%	-8.6%
Cc1cc(OCc2cc(C(=O)N3CCCCCC3)no2)cc(C)c1Cl	181.0	22.8%	nt	8.5%	nt	4.1%
O=C(CCSc1ccccc1)NCCN1CCOCC1	4.4	-8.1%	-7.6%	-13.1%	-0.6%	8.0%

Quoted at random: three records from the list
SMILES	HCMV inh	AmpC no deterg	Giardia FBPA inh	AmpC detergent	HCV inh	Sm TGR inh
O=C(CCSc1ccccc1)NCCN1CCOCC1	4.4	-8.1%	-7.6%	-13.1%	-0.6%	8.0%
NNS(=O)(=O)c1ccc2c(c1)Cc1cc(S(=O)(=O)NN)ccc1-2	-12.0	-58.9%	-18.9%	4.6%	10.6%	-12.0%
CCOC(=O)c1cccc(NC(=O)CCNS(=O)(=O)c2cc(Br)cnc2N)c1	-21.1	-21.0%	2.4%	2.5%	?	-3.1%

(more compounds)
SMILES	HCMV inh	AmpC no deterg	Giardia FBPA inh	AmpC detergent	HCV inh	Sm TGR inh
N/C(=N\OC(=O)CCCc1ccccc1)c1cccnc1	27.1	-11.0%	5.7%	6.7%	25.2%	3.4%
O=C(Nc1cc2ccccc2oc1=O)c1ccccc1	-39.2	-19.2%	6.2%	1.0%	-21.2%	23.3%
Cc1c(C)n(CC(O)CN2CCOCC2)c2ccccc12 (configuration not stated)	3.6	16.5%	?	-7.2%	2.5%	-27.2%
COc1ccc(NC(=O)CCc2nc(-c3ccccc3F)no2)cc1	-20.9	-56.8%	-2.6%	-11.7%	?	0.7%
CCc1c(O)nc(SCC(=O)Nc2ccc(OC)cc2)n(C2CCCCC2)c1=O	-11.1	-32.4%	nt	0.8%	4.6%	-3.0%
O=C(CSc1nnc(COc2ccccc2)o1)c1ccccc1	12.0	-27.4%	2.0%	3.1%	-0.7%	-7.9%
S=c1[nH]c2ccccc2n1CCOc1ccccc1	-4.4	-44.1%	5.6%	-15.5%	-11.2%	-0.5%
O=C(NCCc1ccccc1)C1COc2ccccc2O1 (configuration not stated)	-5.9	0.2%	3.7%	-5.1%	-0.4%	-24.3%
Cc1ccccc1NC(=O)CN(C)S(=O)(=O)c1cccs1	-13.8	0.1%	-2.1%	-12.1%	12.2%	-14.7%
CC(=O)C[C@@H](O)CC(=O)[C@@H]1OC(=O)CC/C=C\Cc2ccccc21	30.9	-10.0%	nt	2.8%	9.7%	2.0%
COc1ccc(C(C)=O)cc1COC(=O)CCCN1C(=O)c2ccccc2C1=O	66.2	30.3%	0.4%	?	8.5%	8.91µM*
O=C(NNC(=O)c1ccccc1-n1cccc1)c1ccc(Cl)cc1	8.2	-8.5%	9.7%	?	13.4%	-8.3%
Cc1cc(C)nc(NS(=O)(=O)c2ccc(NC(=O)C3COc4ccccc4O3)cc2)n1 (configuration not stated)	-25.0	-19.2%	13.2%	1.8%	13.4%	0.0%
O=C(c1ccc2nc[nH]c2c1)N1CCc2ccccc2C1	14.8	-19.2%	1.2%	4.1%	6.9%	6.0%
O=S1(=O)C=C(SCc2ccccc2)Nc2ccccc21	-19.4	-43.6%	1.9%	-4.8%	-2.2%	-0.2%
O=S(=O)(c1ccc(-n2cnnn2)cc1)N1CCN(c2cccc(Cl)c2)CC1	10.4	nt	nt	-1.4%	nt	-1.0%
COC(=O)c1oc2c(c1C)C1(CCC2)SCCS1	-33.7	-20.6%	-7.7%	-14.1%	?	-29.5%
CC(=O)c1c(C)[nH]c(C(=O)CSc2nnc(C3CCCCC3)n2N)c1C	41.1	-36.5%	-9.7%	-9.9%	-10.1%	0.7%
COC(=O)c1cccc(NC(=O)C2COc3ccccc3O2)c1 (configuration not stated)	29.8	-21.0%	0.5%	-7.7%	?	4.7%
CSc1ncccc1C(=O)OCC(=O)Nc1ccc(C)c(S(=O)(=O)N2CCOCC2)c1	-8.9	-12.0%	nt	nt	?	nt
CC(=O)Nc1c2c(nn1-c1cccc(Cl)c1)CS(=O)C2 (configuration not stated)	4.1	-6.9%	-1.7%	?	11.0%	3.0%
Cc1nn(Cc2ccccc2Cl)c2sc(C(=O)Nc3nccs3)cc12	?	-47.8%	10.0%	-0.4%	?	-16.1%
CCCCOc1ccc(C(C)NC(=O)CCS(=O)(=O)Cc2ccc(C)cc2)cc1 (configuration not stated)	?	6.9%	8.4%	-2.9%	-2.7%	-2.5%
O=C(CSc1nc2ccccc2c(=O)[nH]1)N1CCCCCC1	37.6	-20.4%	0.4%	-12.7%	6.5%	11.7%
Nc1cc(=O)[nH]c(SCC(=O)Nc2nc3ccc([N+](=O)[O-])cc3s2)n1	nt	-28.5%	11.8%	-1.6%	nt	nt
C[C@@](Cc1ccccc1)(C(=O)O)N1C(=O)c2ccc(C(=O)O)cc2C1=O	nt	-12.7%	-3.1%	?	nt	-1.6%
Nn1c(SCc2cccc(Oc3ccccc3)c2)nnc1C(F)(F)F	-72.7*	-6.2%	3.6%	-14.8%	14.0%	-2.1%
CCOC(=O)c1cn2nc(N3CCCC3)ccc2n1	-0.5	-4.2%	7.3%	0.0%	-2.3%	0.0%
Cc1cc(NC(=O)CSc2nc(C(C)C)nc3ccccc23)no1	?	33.6%	-2.6%	3.3%	12.6µM*	-3.1%
CCOc1ccc(C(=O)NCC2CCCO2)cc1 (configuration not stated)	75.6	7.9%	-9.7%	?	10.7%	0.4%
O=C(c1ccc(-n2cnnn2)cc1)N(C1CCCCC1)C1CCCCC1	-13.1	-6.5%	6.9%	?	0.9%	10.0%
O=C(c1ccccc1F)N1CCN(c2ccccc2)CC1	-8.2	-6.5%	8.5%	5.9%	5.9%	3.4%
CCc1nc(Nc2ccc(NC(C)=O)cc2)c2oc3ccccc3c2n1	-2.9	-19.1%	-15.1%	0.3%	?	-16.8%
COc1cc([C@@H]2CC=C(C(=O)O)[C@H](c3ccc(F)cc3)N2S(=O)(=O)c2ccc(C)cc2)cc(OC)c1OC	7.9	-5.5%	nt	8.3%	31.0%[activator]	-23.5%
CCc1ccc(C(=O)NNc2ccc(C)c(Cl)c2)cc1	-8.2	-42.8%	-2.7%	9.7%	1.1%	?

Single records, as listed above.
COc1cc([C@@H]2CC=C(C(=O)O)[C@H](c3ccc(F)cc3)N2S(=O)(=O)c2ccc(C)cc2)cc(OC)c1OC is listed with HCMV inh: 7.9; AmpC no deterg: -5.5%; Giardia FBPA inh: nt; AmpC detergent: 8.3%; HCV inh: 31.0%[activator]; Sm TGR inh: -23.5%
CCc1ccc(C(=O)NNc2ccc(C)c(Cl)c2)cc1 is listed with HCMV inh: -8.2; AmpC no deterg: -42.8%; Giardia FBPA inh: -2.7%; AmpC detergent: 9.7%; HCV inh: 1.1%; Sm TGR inh: ?
